OX1R antag: OX1R (HCRTR1) antagonists, primary screen, fluorescence, CHO/OX1R cells, Fluo-8 calcium, orexin A | Orexin/Hypocretin receptor type 1 (Homo sapiens), O43613 | AID 434989, 2010 | actives 0.43% (n = 330,000) | inhibition, % at 5 µM | Fluo-8 calcium fluorescence;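 active = inhibition above its plate's threshold, mean inhibition of all tested compounds on the plate plus 3 SD, cut at about 37% in these data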;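 also: 0% = orexin A challenge wells and 100% = SB-334867-A antagonist wells; not every result past the cut was called active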
Target sequence (O43613 whole entry, looked up): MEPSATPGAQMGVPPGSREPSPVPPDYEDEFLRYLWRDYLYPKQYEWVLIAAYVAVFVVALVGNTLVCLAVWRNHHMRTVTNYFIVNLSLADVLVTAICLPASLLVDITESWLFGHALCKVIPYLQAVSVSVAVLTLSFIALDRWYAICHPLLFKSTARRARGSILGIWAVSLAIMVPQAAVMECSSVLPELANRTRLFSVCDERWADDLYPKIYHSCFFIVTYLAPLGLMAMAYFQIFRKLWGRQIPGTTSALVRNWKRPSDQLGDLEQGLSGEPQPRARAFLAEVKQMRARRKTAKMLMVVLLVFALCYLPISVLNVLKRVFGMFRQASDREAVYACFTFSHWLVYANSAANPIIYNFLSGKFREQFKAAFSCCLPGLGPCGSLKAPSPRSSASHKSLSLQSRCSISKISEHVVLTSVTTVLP
CHT allo act: CHT positive allosteric modulators, primary screen, cell-based, membrane potential dye, choline EC20 | CHT-expressing cells; stronger effect = higher value; LV-AA mutant CHT in HEK293 cells | actives 0.49% (n = 310,000) | B-score at 10 µM;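 active = initial fluorescence not abnormally high and integrated response B-score, plate-corrected, over 3 SD above library mean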
Target sequence (Q9GZV3 whole entry, looked up): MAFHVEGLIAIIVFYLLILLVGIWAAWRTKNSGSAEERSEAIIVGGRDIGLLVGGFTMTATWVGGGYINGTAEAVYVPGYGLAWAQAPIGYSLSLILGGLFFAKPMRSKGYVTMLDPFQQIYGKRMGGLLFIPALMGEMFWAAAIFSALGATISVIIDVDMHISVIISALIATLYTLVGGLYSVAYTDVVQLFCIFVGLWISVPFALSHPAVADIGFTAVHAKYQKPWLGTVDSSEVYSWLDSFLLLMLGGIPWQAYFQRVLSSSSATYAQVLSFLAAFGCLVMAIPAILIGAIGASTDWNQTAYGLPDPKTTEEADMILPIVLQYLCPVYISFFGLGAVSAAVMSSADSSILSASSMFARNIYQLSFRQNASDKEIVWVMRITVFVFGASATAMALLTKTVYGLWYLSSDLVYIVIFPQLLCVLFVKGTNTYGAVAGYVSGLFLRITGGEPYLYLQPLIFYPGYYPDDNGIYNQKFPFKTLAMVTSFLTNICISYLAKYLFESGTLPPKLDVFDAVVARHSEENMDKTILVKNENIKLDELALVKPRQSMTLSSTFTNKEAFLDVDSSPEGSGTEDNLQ
* marks the source's active call; other numbers are inactive results; i = inactive; x = not tested or not shown. Rows were taken by chance; any-hit rate near 0.83%.

SMILES	OX1R antag	CHT allo act
CCCc1cc(C(=O)Nc2cccnc2)no1	-17	i
C#CCn1c(=NC(=O)c2ccco2)sc2cccc(Cl)c21	-1	i
O=C(OCC(=O)N1CCOCC1)c1ccc(Cl)nc1	-4	i
O=C(NNS(=O)(=O)c1ccccc1)C(O)(c1ccccc1)c1ccccc1	-18	i
CCCn1nc(NC(=O)C(C)C)c2cc3cc(OC)ccc3nc21	-9	i
COCCn1nnnc1CN(CCc1ccccc1)Cc1cc2ccc(C)cc2[nH]c1=O	-18	i
O=C(N/C(=C\c1ccccc1)C(=O)N1CCOCC1)c1ccccc1Br	0	i
CN(C)CCCNC(=O)COc1ccc(Br)cc1Cl	-10	i
O=C(CCC(=O)OCC(=O)c1ccccc1)NC1CCCCC1	-20	i
C=CCn1cnc2c(c1=O)c1nc3ccccc3nc1n2/N=C/c1cccc(OC)c1OC	-29	i
O=C(NCc1ccccc1)c1ccc(Br)cc1Br	-12	i
C=CCNc1nc(C(=O)OCC(=O)c2ccc(Cl)cc2)cs1	-4	i
CCOc1ccc(/C=C/C(=O)Oc2ccc(OC)cc2)cc1	-33	i
O=C(CN1CCN(S(=O)(=O)c2ccc(F)c(Cl)c2)CC1)N1CCc2ccccc21	-6	x
O=C(NCc1cccc(OC(F)(F)F)c1)C1CCC(=O)N(Cc2cccc(F)c2)C1 (configuration not stated)	-24	i
CSc1ccc(NC(=O)C(C)N2CCN(C)CC2)cc1 (configuration not stated)	-17	i
CC/C(=N\NC(=S)NC(C)C)c1ccc(OC)c(OC)c1	-13	i
Cc1cc(C)n(CC(O)Cn2cnc3c2c(=O)n(C)c(=O)n3C)n1 (configuration not stated)	-11	i
CCC(=O)NCCn1ccc2ccccc21	-18	i
Cc1ccc(S(=O)(=O)N(C)CCCC(=O)N2CCCCC2)cc1	-34	i
CCn1c2ccccc2c2cc(NC(=O)CSc3nccc(=O)[nH]3)ccc21	0	i
Cc1cc(C)cc(-n2c(C)cc(C=C(C#N)C#N)c2C)c1	-25	i
CN(C(=O)c1ccc(NC(=O)Cc2ccc(NC(=O)C3CCCN(C(=O)c4ccccc4)C3)cc2)cc1)C1CC1 (configuration not stated)	-12	x
COc1ccc(-c2nc(CS(=O)CC(=O)NC3CCCC3)c(C)o2)cc1OC (configuration not stated)	-19	i
O=C(NC(Cc1ccccc1)C(=O)O)/C(=C\c1cccc([N+](=O)[O-])c1)NC(=O)c1ccco1 (configuration not stated)	0	i
Cc1ccc(S(=O)(=O)c2nc(-c3ccco3)oc2SCC(N)=O)cc1	-6	i
COc1ccccc1Oc1ncnc2c1cnn2-c1ccccc1	-20	i
CN(C1CCCCC1)S(=O)(=O)c1ccc2c(c1)c(=O)c(C(=O)N1CCc3ccccc3C1)cn2C	-13	i
CSc1nc(NCc2ccccc2)c2c3c(sc2n1)CN(C)CC3	-12	i
O=[N+]([O-])c1ccc(N2CCN(c3ccc(O)cc3)CC2)cn1	-9	i
CCCn1c(=O)c(C(=O)NCc2ccc(OC)c(OC)c2)c(O)c2ccccc21	-11	i
CN1CCNC(=O)C1CC(=O)NCCc1ccccc1F (configuration not stated)	-1	i
CCOC(=O)N1CCN(S(=O)(=O)c2cc(Br)cc3c2N(C(=O)CC)CC3)CC1	-8	i
O=S(=O)(c1ccc2c(c1)OCCO2)N1CCC(O)(c2ccc(Cl)cc2)CC1	-1	i
COCCCNC(=O)CSc1nc2ccccc2c(=O)n1CCCC(=O)NCC1CCCO1 (configuration not stated)	-8	i
COc1ccc(C(=O)CCc2ccccc2)c(O)c1	-11	i
COc1ccc(S(=O)(=O)N2CCOCC2)cc1NC(=O)CCCOc1ccc(Cl)cc1C	7	x
Cc1nnc(NC(=O)CSc2nc3c(c(=O)n2CCc2ccccc2)SC(C)C3)s1 (configuration not stated)	-17	i
COc1cccc(OCCCn2ccnc2)c1	-8	i
CCOc1ccccc1N(CC(=O)N(C)Cc1ccccc1)S(=O)(=O)c1ccccc1	-10	i
CCOc1cc(N2CCOCC2)c(OCC)cc1NC(=O)c1oc2ccccc2c1C	-20	i
CCOC(=O)N1CCC(NC(=O)c2ccc3c(c2)ncn3C2CCCC2)CC1	-8	i
O=C(O)c1ccccc1/C=N/NC(=O)C1CCCCC1	11	i
CCC(CC)C(=O)c1c[nH]c(C(=O)NCc2cccnc2)c1	-10	i
C/C(=N\NS(=O)(=O)c1cccc([N+](=O)[O-])c1)c1cccnc1	-5	i
Cc1cc(C)c(NC(=O)C2CCN(C(=O)c3ccco3)CC2)c(C)c1	-8	i
CCCCn1nc(C(=O)Nc2cccc(C(=O)NC3CC3)c2)c2ccccc2c1=O	-30	x
CCN(/C(N)=N/c1nc(C)cc(C)n1)c1ccccc1	7	i
O=C(CSc1nccn(-c2ccc3c(c2)OCCO3)c1=O)Nc1ccccc1	1	i
CCOc1ccc(C2CC(c3cccc(C)c3)n3ncnc3N2)cc1 (configuration not stated)	-8	i
O=C(C[C@@H]1C/C=C\C[C@H](Cc2ccc(F)cc2)C(=O)OC[C@@H]2CCCN2C1=O)N[C@H](CO)Cc1ccccc1	-17	x
O=C(O)c1cc(-c2cc3ccccc3o2)nn1-c1ccccc1	-14	i
O=C(N1CCOCC1)N1c2ccccc2Sc2ccccc21	-4	i
Cn1cc([C@@H]2C[C@H]3CN(Cc4cccc(Cl)c4)C(=O)[C@]34CCCN24)c2ccccc21	-33	i
COc1cc(Br)ccc1C1CC(=O)C(C)C(c2ccc(Br)cc2OC)N1 (configuration not stated)	-54	i
CCCn1c(SCC(=O)N2CCc3ccccc3C2)nc(O)cc1=O	-6	x
Cc1cccc(NS(=O)(=O)Cc2ccccc2)c1C	-22	i
CCCn1c(-c2ccc(C(=O)OC)cc2)nc2c1c(=O)[nH]c(=O)n2Cc1ccccc1	-6	i
O=[N+]([O-])c1ccc2nnn(O)c2c1	-13	i
Oc1ccccc1/C=N/n1cnnc1	5	i

The list continues.
SMILES	OX1R antag	CHT allo act
COc1cc2c(=O)n(CC3CCCO3)c(=O)n(CC(=O)Nc3ccccc3)c2cc1OC (configuration not stated)	-22	i
COc1cccc(NC(=O)N2CCC(N3CCCCC3)CC2)c1	-5	i
CCCCC(=O)Nc1ccccc1N1CCOCC1	-21	i
CCNC(=O)N1C(=O)C2(OCCO2)c2cc(Br)ccc21	-6	i
Brc1ccc(C2=Nn3c(nnc3-c3n[nH]c4c3CCC4)SC2)cc1	-6	i
COCCNC(=O)COC(=O)C1=Cc2ccccc2OC1	-15	i
CCCCNC(=O)N1CCN(C/C=C/c2ccccc2)CC1	-5	i
COc1cc(C(=O)NC(=S)Nc2ccc3c(c2)C(=O)N(C)C3=O)cc(OC)c1OC	-31	i
N#Cc1ccc(C(=O)OCC(=O)N2CCN(C(=O)c3ccco3)CC2)cc1	-8	x
COc1ccc(C(=O)NC(Cc2ccc(OC(=O)c3ccc(OC)cc3)cc2)C(=O)O)cc1 (configuration not stated)	-2	i
CC(/C=N/NC(=O)Cn1cnc2ccccc21)=C\c1ccccc1	-6	i
COc1ccc(/C=C2\OC(=O)c3c(OC)cccc32)cc1OC	-17	i
COc1ccc(N2CCN(S(=O)(=O)CCNC(=O)c3ccc4c(c3)OCO4)CC2)cc1	-12	i
CCOC(=O)c1sc(NC(=O)CSc2nnnn2-c2ccc(C)cc2C)nc1C	-2	i
COC(=O)[C@@H](NCc1cccc(CN([C@H](C(=O)OC)C(C)C)S(C)(=O)=O)c1)C(C)C	4	i
Cc1ccc2cccc(S(=O)(=O)NC3CCS(=O)(=O)C3)c2n1 (configuration not stated)	1	i
COc1ccc(OC)c(C(O)c2nc3ccccc3n2C)c1 (configuration not stated)	-5	i
O=C1/C(=C/c2ccc(F)c(F)c2)CSc2sccc21	-17	i
O=C(Oc1ccc2ccc(=O)oc2c1)N1CCOCC1	-4	i
Cc1cc(Oc2ccc(-c3ccccc3)cc2)n2ncnc2n1	-17	i

Complete entries, quoted from the list. Order of values: OX1R antag, CHT allo act
Entry for COCCNC(=O)COC(=O)C1=Cc2ccccc2OC1 : -15, i
Entry for COc1ccc(C(=O)NC(Cc2ccc(OC(=O)c3ccc(OC)cc3)cc2)C(=O)O)cc1 (configuration not stated) : -2, i

Next entries:
SMILES	OX1R antag	CHT allo act
O=C(CCCOc1ccccc1)Nc1nccs1	-7	i
COc1c(/C=N/NC(=O)[C@H]2C[C@@H]2c2ccccc2)c(CCN(C)C(C)=O)cc2c1OCO2	-7	i
CCN(c1ccccc1)S(=O)(=O)c1ccc(OC)c(NC(=O)COc2ccc(C(C)=O)cc2)c1	-10	i
COc1ccc(C2NCCc3c2[nH]c2ccccc32)cc1CSc1nc2ccccc2s1 (configuration not stated)	6	i
Cc1ccc(NC(=O)CN(C)S(=O)(=O)c2cccc3nsnc23)cc1	-16	i
COc1ccc(Cn2c(S(=O)(=O)CC(N)=O)nc3ccccc32)cc1[N+](=O)[O-]	-13	i
O=C1CC(c2ccco2)CC(O)=C1C=Nc1ccc(Br)cc1 (configuration not stated)	-33	i
Cc1ccc(NC(=O)Nc2ccccc2)nc1	-13	i
CC1CN(C(=O)c2ccncc2)CC(C)O1 (configuration not stated)	-8	i
COc1ccc(-c2cnc3ncnn3c2N)cc1	8	i
CCn1c(Cc2ccc(OC)cc2)nnc1SCc1nc2ccccc2c(=O)[nH]1	-33	i
CCOC(=O)c1c(NC(=O)CN2C(=O)NC3(CCCC3)C2=O)sc(C)c1CC	-35	i
CCCN1CNC(=S)N(c2cc(C)ccc2C)C1	-6	i
COc1ccc(C(=O)NC2CC2)cc1OC1CCN(Cc2ccc(Cl)cc2)CC1	-23	i
Cc1ccc(C)c2sc(NC(=O)CN3C(=O)CCC3=O)nc12	-11	i
Cc1cccc(C)c1NC(=O)N1CCC(n2cnc3ccccc32)CC1	-28	i
Nc1nonc1-c1noc(CCCN2C(=O)c3ccccc3C2=O)n1	-11	i
COc1ccc(C(=O)CC(=O)C(=O)Nc2ccccc2C(F)(F)F)cc1	-10	i
CCCc1cc(=O)[nH]c(SC(CC)C(=O)Nc2ccccc2C#N)n1 (configuration not stated)	-18	i
COc1ccc(NC(=O)CSc2nnc(Cn3c(=O)sc4ccccc43)n2C)cc1OC	-20	i
COC(=O)c1sccc1NC(=O)c1sccc1C	-21	i
Cc1ccccc1Cn1nc(C)c(NC(=O)C2(C)CC2(Cl)Cl)c1C (configuration not stated)	-10	i
O=C(NCCc1ccc(Cl)cc1)c1ccc2nc[nH]c2c1	-16	i
CC1CC(C)CN(C(=O)COC(=O)c2cncc(Br)c2)C1 (configuration not stated)	-8	x
Cc1ccc(CCC(=O)Nc2ccc(Br)cc2)o1	x	i
O=C(NCCN1CCOCC1)c1nn2c(c1Cl)NC(c1ccccc1)CC2C(F)(F)F (configuration not stated)	-23	i
O=C(Nc1ccc(S(=O)(=O)N2CCOCC2)cc1)c1ccc([N+](=O)[O-])s1	-9	i
O=c1[nH]c(=S)[nH]nc1Cc1ccccc1	-17	i
Cn1c(=O)n(Cc2ccccc2Cl)c2ccccc21	-10	i
CCn1c(SCC(=O)N(C)CC(=O)Nc2cccc(OC)c2)nnc1-c1ccco1	-11	i
CN(C(=O)Cn1cccc1C1=NC(c2ccccc2)CO1)c1ccccc1 (configuration not stated)	-26	i
CC(C)COc1ccc(N)cc1OCC(C)C	-30	i
CCn1c(C)cc(/C=C2/SC(=O)N(CC(=O)N3CCCC3)C2=O)c1C	-5	i
CCCCSc1nc(O)c(Cc2ccccc2)c(=O)[nH]1	-1	i
C#CCOCCOCCOCCNc1nc(N2CCN(C(=O)[C@H](C(C)C)n3cc(CCO)nn3)CC2)nc(N2CCN(C(=O)[C@H]([C@@H](C)CC)n3cc(CCCN=C(N)N)nn3)CC2)n1	-7	i
COc1ccc(C2/C=C\CN(C(=O)c3ccccc3)[C@H](Cc3ccccc3)C(=O)N2Cc2ccc(F)cc2)cc1 (some centres not stated)	-25	i
Cc1cc(NC(=O)COC(=O)C2=COCCO2)c([N+](=O)[O-])cc1C	-18	i
C=CCn1c(SCC(=O)NCc2ccco2)nc2sc3c(c2c1=O)CCCC3	-28	i

Entries shown so far that contain an aryl thioether with sulfur outside any ring:
SMILES	OX1R antag	CHT allo act
CSc1ccc(NC(=O)C(C)N2CCN(C)CC2)cc1 (configuration not stated)	-17	i
CCn1c2ccccc2c2cc(NC(=O)CSc3nccc(=O)[nH]3)ccc21	0	i
Cc1ccc(S(=O)(=O)c2nc(-c3ccco3)oc2SCC(N)=O)cc1	-6	i
CSc1nc(NCc2ccccc2)c2c3c(sc2n1)CN(C)CC3	-12	i
COCCCNC(=O)CSc1nc2ccccc2c(=O)n1CCCC(=O)NCC1CCCO1 (configuration not stated)	-8	i
Cc1nnc(NC(=O)CSc2nc3c(c(=O)n2CCc2ccccc2)SC(C)C3)s1 (configuration not stated)	-17	i
O=C(CSc1nccn(-c2ccc3c(c2)OCCO3)c1=O)Nc1ccccc1	1	i
CCCn1c(SCC(=O)N2CCc3ccccc3C2)nc(O)cc1=O	-6	x
CCOC(=O)c1sc(NC(=O)CSc2nnnn2-c2ccc(C)cc2C)nc1C	-2	i
COc1ccc(C2NCCc3c2[nH]c2ccccc32)cc1CSc1nc2ccccc2s1 (configuration not stated)	6	i
CCn1c(Cc2ccc(OC)cc2)nnc1SCc1nc2ccccc2c(=O)[nH]1	-33	i
CCCc1cc(=O)[nH]c(SC(CC)C(=O)Nc2ccccc2C#N)n1 (configuration not stated)	-18	i
COc1ccc(NC(=O)CSc2nnc(Cn3c(=O)sc4ccccc43)n2C)cc1OC	-20	i
CCn1c(SCC(=O)N(C)CC(=O)Nc2cccc(OC)c2)nnc1-c1ccco1	-11	i
CCCCSc1nc(O)c(Cc2ccccc2)c(=O)[nH]1	-1	i
C=CCn1c(SCC(=O)NCc2ccco2)nc2sc3c(c2c1=O)CCCC3	-28	i

Screening results as filed in PubChem BioAssay.
